PRMT1 FP inh: inhibitors of human PRMT1 | recombinant PRMT1, activity-based probe fluorescence polarization | 370,000 compounds, 1.3% hits | inhibition, % at 2.79 µM | AID 652257 | Q99873;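 active = inhibition above about 21% made by adding two undisclosed values, limit read from the data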
mABHD4 FP: ABHD4 (mouse) inhibition, primary FP screen; AID 720543; 370,000 compounds, 0.54% hits; inhibition, % at 8.92 µM; purified mABHD4, FP-Rh probe fluorescence polarization; Q8VD66;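 active = inhibition exceeding the mean over every tested compound plus 3 SD, cut at about 30% in these data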;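 note: 0% = plate median of compound wells and 100% = S159A mutant with DMSO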
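assay system = mABHD4 protein | compound dosing = single nominal dose of 8.92 µM, 0.89% DMSO final | read-out basis = percent inhibition of probe binding, normalized to plate controls | schedule = Enzyme–compound pre-incubation 45 min, then probe 60 min, both 25 °C | detection = fluorescence polarization, excitation 525 nm, emission 598 nm, BODIPY TMR filters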
LEDGF integ inh: blocks HIV-1 LEDGF/p75-dependent DNA integration | TR-FRET IN-LEDGF/p75 DNA integration, Eu/Cy5 | inhibition, % at 3.7 µM | 370,000 compounds, 0.64% hits | AID 743269;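 active = inhibition above the screen-wide mean plus 3 SD, cut at about 13% in these data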;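 note: signal is the Cy5 over europium emission ratio at 671 and 618 nm; 0% = plate median of compound wells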
PG9 Ab binder: binds the HIV-1 gp120 antibody PG9; TR-FRET gp120-PG9 antibody binding; inhibition, % at 6.7 µM; 360,000 compounds, 0.43% hits; AID 624416; in the data active = inhibition above about 8.5%
UHRF1 binding: blocks human UHRF1 binding to methylated DNA; 370,000 compounds, 0.75% hits; Q96T88; AID 687016; inhibition, % at 4.4 µM; UHRF1 binding to methylated oligo, TR-FRET; in the data active = inhibition above about 21%;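 note: UHRF1 SRA domain binding a hemimethylated CpG hairpin DNA probe; 0% = median of test compound wells and 100% = reference inhibitor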
HTRA1 inhibitor: blocks human HTRA1 serine peptidase; Q92743; recombinant HTRA1, FP-rhodamine activity-based probe, fluorescence polarization; inhibition, % at 5.96 µM; 340,000 compounds, 0.5% hits; AID 504803; in the data active = inhibition above about 36%;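 note: 0% = enzyme with DMSO and 100% = wells lacking enzyme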
Target sequence (Q92743 whole entry, looked up): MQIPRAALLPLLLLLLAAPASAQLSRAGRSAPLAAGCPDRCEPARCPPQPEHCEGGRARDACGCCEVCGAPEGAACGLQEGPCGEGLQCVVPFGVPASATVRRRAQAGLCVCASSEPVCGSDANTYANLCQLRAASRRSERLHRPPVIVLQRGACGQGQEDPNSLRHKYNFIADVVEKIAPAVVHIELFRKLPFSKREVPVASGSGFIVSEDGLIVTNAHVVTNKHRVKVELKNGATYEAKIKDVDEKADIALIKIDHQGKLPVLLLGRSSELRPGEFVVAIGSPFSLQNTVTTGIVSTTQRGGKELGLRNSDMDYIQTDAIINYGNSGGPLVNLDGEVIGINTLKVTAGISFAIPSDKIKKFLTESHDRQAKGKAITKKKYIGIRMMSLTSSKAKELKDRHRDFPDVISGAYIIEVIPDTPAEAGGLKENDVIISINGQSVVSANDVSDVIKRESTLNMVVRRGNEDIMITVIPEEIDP
MBD2 DNA inh: inhibitors of human MBD2 binding to methylated oligonucleotide; Q9UBB5; TR-FRET; inhibition, % at 4.4 µM; 370,000 compounds, 0.31% hits; AID 686964; in the data active = inhibition above about 13%
Target sequence (Q9UBB5 whole entry, looked up): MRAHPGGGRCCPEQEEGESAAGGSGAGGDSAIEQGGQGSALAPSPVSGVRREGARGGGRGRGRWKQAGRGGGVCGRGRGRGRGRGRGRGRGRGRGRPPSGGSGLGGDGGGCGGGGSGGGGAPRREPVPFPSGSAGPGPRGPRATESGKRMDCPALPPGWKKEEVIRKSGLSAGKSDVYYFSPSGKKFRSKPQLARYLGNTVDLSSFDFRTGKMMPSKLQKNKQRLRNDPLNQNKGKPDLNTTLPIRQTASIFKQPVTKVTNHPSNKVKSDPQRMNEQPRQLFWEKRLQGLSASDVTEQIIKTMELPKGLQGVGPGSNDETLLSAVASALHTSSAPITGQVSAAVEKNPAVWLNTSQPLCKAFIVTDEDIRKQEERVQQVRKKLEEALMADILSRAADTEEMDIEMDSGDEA
TCR CD3 inh: human TCR-CD3 binding inhibition; TAMRA-labeled TCR probe fluorescence, biochemical; inhibition, % at 9.4 µM; 360,000 compounds, 0.37% hits; AID 651800; in the data active = inhibition above about 19%;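 note: recombinant mutant TCR 2C K166C tagged with TAMRA read by polarization; 0% = receptor in buffer alone and 100% = receptor with positive control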
rCAG RNA binder: binds r(CAG) RNA repeats; inhibition, % at 3 µM; AID 651821; r(CAG) RNA repeat, TO-PRO-1 dye displacement fluorescence; 370,000 compounds, 1.3% hits;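 active = inhibition above the plate cutoff, the mean of all test compounds on that plate plus 3 SD, cut at about 35% in these data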;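 note: 0% = DMSO alone and 100% = 100 µM mitoxantrone as full dye displacement; higher means more dye released from RNA so lower well fluorescence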
Rev-erbA mod: Rev-erb alpha (human) modulation; P20393; activity, % at 10 µM; Rev-erbα–FITC-DNA binding, fluorescence polarization, 90 min; 370,000 compounds, 0.79% hits; AID 1259318;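 active = activity above about 14%, limit read from the data; passing the limit was not always enough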;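 note: 0% = DMSO wells with 35 nM protein and 100% = DMSO wells with 750 nM protein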
* = called active by the depositor; . = not tested or not shown. Only part of the results is shown. The share of hits here may be higher or lower than overall.

SMILES | PRMT1 FP inh | mABHD4 FP | LEDGF integ inh | PG9 Ab binder | UHRF1 binding | HTRA1 inhibitor | MBD2 DNA inh | TCR CD3 inh | rCAG RNA binder | Rev-erbA mod
CCN(CC)S(=O)(=O)c1ccc(OC)c(NC(=O)COc2ccc3c(C)cc(=O)oc3c2)c1 | 2 | 6 | -3 | 2.0 | 0 | 3 | 0 | 1 | 11 | 8
COc1cc(/C=N/NC(=O)C2CCN(CC(O)COCc3ccccc3)CC2)ccc1O (stereo not given) | 4 | -9 | 0 | -1.2 | -1 | 6 | 4 | -6 | -11 | -5
CCC1CCCCN1S(=O)(=O)c1ccc(S(=O)(=O)N(Cc2cccs2)C2CC2)cc1 (stereo not given) | 1 | 5 | -3 | -0.6 | -2 | -21 | -3 | -5 | 4 | 0
CCOc1ccc(N2C(=O)CC(Sc3ccccc3C(=O)O)C2=O)c([N+](=O)[O-])c1 (stereo not given) | 68* | 9 | 2 | -2.7 | -3 | 1 | 1 | 2 | 14 | 6
O=C1CC(c2ccc(S(=O)(=O)NC3CC3)cc2)CN1 (stereo not given) | 4 | 0 | -2 | -3.7 | 3 | 2 | 1 | 0 | 1 | 2
CCN1CCCC1CN(Cc1cc2ccc(C)c(C)c2[nH]c1=O)C(=O)Nc1ccccc1OC (stereo not given) | -1 | -1 | -2 | 0.8 | -2 | -15 | -3 | 10 | -4 | 2
Cc1cc(=O)oc2ccc(OCc3ccccc3)cc12 | -1 | -3 | 5 | -0.4 | -2 | -6 | 4 | 7 | -1 | -2
C#CCN(CC(=O)OCC)S(=O)(=O)CCNC1CC1 | -3 | 3 | 1 | -0.8 | -2 | . | -6 | 3 | 2 | -3
Cc1ccc2cccc([N+](=O)[O-])c2n1 | -2 | 4 | 0 | -1.6 | -2 | 4 | -3 | -2 | 5 | 2
O=C(O)COc1ccc(S(=O)(=O)c2ccc(OCC(=O)O)cc2)cc1 | 0 | 0 | 0 | -0.6 | 5 | 3 | 3 | 0 | -1 | -2
O=c1oc2ccccc2c2c1C(c1ccc(Cl)cc1)Nc1ccc3ccccc3c1-2 (stereo not given) | 0 | -2 | 2 | 0.3 | 4 | -2 | 0 | -4 | 12 | 7
Cc1ccc(NC(=O)c2ccc(-c3nn(C)c(=O)c4ccccc34)cc2)cc1 | 3 | 2 | -3 | 1.6 | 3 | -11 | -5 | 3 | 4 | 13
CN1CCN(NC(=O)Nc2ccc(Br)cc2)CC1 | -3 | 5 | -3 | -0.3 | 1 | -1 | -3 | 0 | -4 | -2
Cc1nc2ncnn2c(N2CCN(C(c3ccccc3)c3ccccc3)CC2)c1C | -2 | 6 | 1 | -0.9 | 0 | -15 | 3 | 1 | 4 | 0
CCOc1ccc(N(CC(=O)Nc2ccc(CC)cc2)S(=O)(=O)c2c(C)[nH]c(=O)[nH]c2=O)cc1 | 2 | -6 | -2 | 0.2 | 1 | -3 | 2 | -4 | 34 | -6
COc1cc2c(cc1NC(=O)C(C)OC(=O)/C=C/c1ccc(OC(F)F)cc1)oc1ccccc12 (stereo not given) | 2 | -6 | 1 | -1.3 | -3 | -6 | 6 | -4 | 7 | 2
Cc1ccccc1C(=O)Nc1nnc(SC(C)C)s1 | -1 | -2 | -5 | 0.6 | 0 | -6 | -3 | 10 | -3 | 2
CCCC[C@@H]1CNCCN1CCc1cccc2ccccc12 | 1 | 8 | 2 | -2.7 | 1 | 8 | -1 | 0 | 8 | -2
O=C(CN1CCCCC1)Nc1ccccc1 | -4 | -5 | -1 | -0.6 | -1 | 9 | 2 | 3 | 0 | 2
O=C1CSC(=O)N1CC(O)COc1ccc(Cl)cc1 (stereo not given) | 1 | -3 | -2 | 0.1 | 17 | 0 | 2 | 4 | -1 | 1
Cc1nnc(NCc2ccco2)c2ccccc12 | 3 | -8 | 2 | 2.1 | 4 | 2 | 0 | -3 | 3 | 0
O=C(C1CCCN(Cc2ccccc2C(F)(F)F)C1)N1CCCCC1 (stereo not given) | -2 | 10 | -1 | -1.1 | -2 | -5 | -1 | 1 | -12 | 1
O=C(CCC1CCCC1)N1CCN(S(=O)(=O)Cc2ccccc2)CC1 | 0 | 4 | 1 | -0.9 | 1 | 7 | 0 | 6 | -2 | -2
CCO[C@H]1OC(C(=O)NCc2nc3ccccc3[nH]2)=C[C@@H](c2cn(C(C)=O)c3ccccc23)[C@@H]1CCCO | -4 | -9 | 0 | 0.3 | 0 | -8 | -2 | 10 | -3 | -4
NC(=O)[C@@H]1CCCCNc2c(F)cc([N+](=O)[O-])cc2C(=O)N[C@@H](CC(=O)O)C(=O)NCC(=O)N1 | -1 | -2 | 2 | 0.2 | -3 | -1 | -4 | 1 | 4 | 0
O=C(Cc1coc2ccc3ccccc3c12)N1CCc2ccccc21 | 3 | -16 | -4 | 0.2 | 3 | -13 | -1 | -10 | 19 | -1
CCOC(=O)c1c(NC(=O)Cn2cnc([N+](=O)[O-])n2)sc2c1CCCC2 | -2 | -1 | -4 | -1.4 | 4 | -3 | 4 | -6 | 8 | 4
COc1ccc(NC(=O)C(c2ccccc2F)n2c(=O)c(-c3cc4ccccc4[nH]3)nc3ccccc32)cc1 (stereo not given) | -2 | -38 | 2 | 0.0 | 1 | . | 1 | 2 | 19 | 5
O=C(CCCCCNC(=O)c1ccccc1)C[N+](=O)[O-] | 2 | 0 | 0 | 1.8 | 13 | 4 | 3 | -2 | 2 | -1
COCCNS(=O)(=O)c1ccc(-c2ccc(C)cc2)cc1 | 0 | -6 | 2 | 0.8 | -1 | 0 | 3 | 0 | -4 | -2
Cc1cc(NC(=O)C(C)SCC(=O)OCC(=O)Nc2c(C)cccc2C(C)C)no1 (stereo not given) | -1 | -25 | 3 | 0.6 | -1 | -2 | 3 | 0 | 0 | -5
COc1ccc(OCCCC(=O)Oc2ccc(OC)cc2)cc1 | 4 | -11 | -1 | 3.4 | 1 | -3 | 7 | -5 | -4 | 4
Cc1ccc2c(c1)S(=O)(=O)N(C)C(c1ccccc1)=C2 | 0 | -3 | 3 | -1.7 | 0 | -10 | -2 | -7 | 4 | 5
CC(=O)Nc1cc2c(cc1Cl)-c1ccccc1C2 | 0 | 2 | 3 | -1.1 | 0 | -3 | -5 | 0 | 5 | -4
CC1CCc2c(sc(NC(=O)c3ccc(Cn4cc([N+](=O)[O-])cn4)o3)c2C#N)C1 (stereo not given) | 2 | 12 | 2 | -1.3 | 1 | -20 | 4 | 7 | 30 | -1
CCOc1cc(C(=S)N2CCCC2)ccc1OC | -7 | -9 | 2 | -0.8 | 0 | 0 | -1 | 0 | 0 | -6
CC(C)C(=O)Nc1cc2c(cc1C(=O)c1ccccc1)OCCO2 | 3 | 4 | -1 | -0.6 | 3 | -6 | 0 | -3 | -6 | -2
O=C(CN1C(=O)C2CC=CCC2C1=O)Nc1ccc(S(=O)(=O)Nc2nccs2)cc1 (stereo not given) | 1 | 0 | 0 | -2.1 | 1 | -1 | -1 | 5 | 11 | -2
COC(=O)[C@H](C)NC(=O)Nc1ccccc1F | 2 | -3 | -4 | 2.2 | 3 | -9 | -2 | -5 | 2 | -2
COc1ccc(-c2ccc(-c3cc(=O)oc4cc(OC)c(OC)c(OC)c34)cc2)cc1OC | -1 | 1 | -1 | 1.4 | 0 | -1 | -4 | 2 | 2 | 6
CCOc1cc(CNc2ccccc2)cc(Br)c1OCc1ccccc1F | 0 | -6 | 1 | 2.2 | -1 | -4 | -6 | -10 | 0 | 2
O=C(c1ccc(CS(=O)c2ccccc2Cl)o1)N1CCCCCC1 (stereo not given) | 0 | 6 | -7 | -1.2 | -1 | 2 | 3 | 4 | -6 | -4
CCOC(=O)c1sc2cc([N+](=O)[O-])cc(SCCO)c2c1N | 0 | 6 | 0 | -2.6 | -1 | 6 | -5 | -2 | 5 | -5
Cc1ccc(-c2nn(Cc3ccccc3)cc2C(=O)NCC2CCCO2)cc1 (stereo not given) | 0 | 12 | -4 | 0.7 | 0 | -2 | 1 | -3 | -9 | 0
CN(C)C(=O)c1cccc(-c2cnc3sc(NCc4ccc5c(c4)OCO5)nn23)c1 | -3 | -9 | 2 | 3.5 | -1 | . | 1 | -4 | 7 | 1
CCOC(=O)C1=C(C)NC(C)=C(C(=O)OCC)C1C(=O)OCC(=O)NCCc1ccccc1 | -2 | 1 | -1 | 0.1 | -2 | -9 | 3 | 0 | 0 | 4
CCN(CC)C(=O)C1CCCN(Cc2ccc(F)c(F)c2)C1 (stereo not given) | 0 | 2 | -3 | 0.3 | -1 | 1 | 1 | 4 | -4 | 4
COc1ccc(C(C)=O)cc1Cn1c(C)c(C(=O)NCC(C)C)sc1=O | 0 | 2 | 1 | -0.5 | -1 | . | -5 | -2 | 0 | -4

Entries of single compounds, quoted from the list. Order of values: PRMT1 FP inh, mABHD4 FP, LEDGF integ inh, PG9 Ab binder, UHRF1 binding, HTRA1 inhibitor, MBD2 DNA inh, TCR CD3 inh, rCAG RNA binder, Rev-erbA mod
Shown for `CC(C)C(=O)Nc1cc2c(cc1C(=O)c1ccccc1)OCCO2` = 3, 4, -1, -0.6, 3, -6, 0, -3, -6, -2
Shown for `Cc1ccc(-c2nn(Cc3ccccc3)cc2C(=O)NCC2CCCO2)cc1` (stereo not given) = 0, 12, -4, 0.7, 0, -2, 1, -3, -9, 0
Shown for `O=C(CN1C(=O)C2CC=CCC2C1=O)Nc1ccc(S(=O)(=O)Nc2nccs2)cc1` (stereo not given) = 1, 0, 0, -2.1, 1, -1, -1, 5, 11, -2

Remaining list, next part
SMILES | PRMT1 FP inh | mABHD4 FP | LEDGF integ inh | PG9 Ab binder | UHRF1 binding | HTRA1 inhibitor | MBD2 DNA inh | TCR CD3 inh | rCAG RNA binder | Rev-erbA mod
COc1ccc(S(=O)(=O)Nc2cc3c4c(c2)CCN4C(=O)CC3)cc1 | -2 | -5 | 1 | -0.1 | -3 | -4 | -4 | -4 | -2 | 0
COc1ccc(/C=C/C(=O)Nc2ccc3nc4n(c(=O)c3c2)CCCC4)cc1OC | -4 | -5 | 2 | -1.1 | 1 | -4 | 0 | 9 | 0 | -4
CN(Cc1ccco1)C(=O)C1CCC(=O)N1Cc1ccc(F)cc1 (stereo not given) | 0 | -3 | -2 | -0.5 | -2 | 6 | -3 | 7 | 0 | -2
O=C(NC1CCN(C(=O)Nc2ccccc2Cl)CC1)c1cccc(F)c1 | -2 | -2 | 1 | -0.8 | 4 | -4 | 0 | 4 | 0 | 2
O=C(c1cc([N+](=O)[O-])ccc1N1CCOCC1)N1CCN(S(=O)(=O)c2cc(Cl)ccc2Cl)CC1 | 0 | 5 | -1 | 0.3 | -2 | -1 | 2 | 3 | -1 | -7
Cc1ccc(C(=O)CSc2nnc(-c3c[nH]c4ccccc34)o2)cc1 | 2 | 2 | -5 | -1.3 | -2 | -22 | 1 | -3 | 13 | -3
Cc1cn([C@H]2C[C@H](O)[C@@H](CNCc3ccccc3)O2)c(=O)[nH]c1=O | 1 | -2 | 2 | 1.0 | -1 | 8 | -6 | 8 | 2 | -2
CCOC(=O)NCc1ccc(S(=O)(=O)Nc2c(C)cccc2C)cc1 | 2 | 5 | 0 | 1.2 | 2 | 0 | 5 | -1 | 2 | -4
O=C(NCc1ccco1)c1ccc(S(=O)(=O)c2cccc(S(=O)(=O)N3CCOCC3)c2)cc1 | 3 | 4 | 1 | 0.2 | 2 | -6 | -1 | 0 | 7 | -2
O/N=C/c1cc(Br)ccc1OCc1ccc(F)cc1 | 1 | -50 | 1 | -2.0 | -2 | -22 | 0 | 1 | 4 | -1
